From PubChem BioAssay
RGS4 pot = potentiators or activators of RGS4; HEK293 M3R/inducible RGS4, carbachol calcium flux Fluo4; hits give low values; B-score at 10 µM; 310,000 tested, 0.92% active;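 active = B-score of the integrated calcium signal more than 4 SD below the library mean, with starting fluorescence not abnormally high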;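 also: negative B-score means reduced calcium response which marks RGS4 activation or potentiation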
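System: HEK293 FlpIn-TREx cells, stable M3R, doxycycline-inducible RGS4. Timing: overnight RGS4 induction, 30 min dye load 37 °C, 20 min compound RT. Also added: carbachol, ECmax concentration. Measured by: Fluo4 fluorescence kinetic imaging of calcium. Evaluation: integrated calcium ratio converted to B score.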
GSK3beta inhib = blocks human GSK3beta kinase activity; activity score (negative = inhibition), % at 10 µM; AID 2097; P49841; 300,000 tested, 0.038% active; GST-GSK3beta kinase, ADP-Glo luminescence, 60 min; hits give low values;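 active = more than half of replicate wells score below -50%, meaning over 50% inhibition versus plate controls; inconclusive = some replicates but at most half score below -50%; inactive = no replicate scores below -50%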;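 also: 0% = median DMSO wells and -100% = median GW8510 positive control wells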
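Assay system: GST-tagged human GSK3beta kinase, cell-free; Input: 1.6 ng GSK3beta; Medium: Tris/MgCl2 kinase buffer; Timing: 60 min enzyme reaction, room temperature; Signal: ADP-Glo luminescence quantifying ADP generated by kinase; Evaluation: score relative to plate controls; Benchmarks: DMSO neutral wells and GW8510 at 20 µM as positive.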
DYRK1A inh = blocks rat Dyrk1A kinase activity. inhibition, % at 12.5 µM. 310,000 tested, 0.43% active. Q63470. AID 504441. ADP-Glo luminescence, NFATc1 peptide; in the data active = inhibition above about 50%;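 also: plate controls were vehicle with enzyme for no effect and no enzyme for full effect; many of its hits are not listed in these tables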
KCNK9 inh = human KCNK9 channel inhibition; AID 488922; 310,000 tested, 1.2% active; B-score at 10 µM; Q9NPC2; HEK293 KCNK9, FluxOR thallium flux fluorescence; hits give low values;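 active = ratio B-score over 3 SD below the library mean, with starting fluorescence within 5 SD of its mean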;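 also: negative B-score means less thallium flux so channel inhibition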
KCNQ1 pot = potentiators or activators of human KCNQ1 potassium channel; P51787; CHO-K1 KCNQ1, thallium flux FluxOR fluorescence; hits give high values; B-score at 10 µM; 310,000 tested, 0.35% active;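 active = fluorescence ratio B-score, a plate-corrected score, at least three library SD, with initial intensity B-score within 5 SD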
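assay system = KCNQ1-transfected CHO-K1 cells | medium = assay buffer with matched DMSO | probe or stimulus = depolarizing K+/Tl+ stimulus, K2SO4 and Tl2SO4 each 12.5 mM in 5x stock | dosing = single dose | incubation = dye 90 min, compound 20 min, room temperature | detection = kinetic FluxOR fluorescence, 10 s baseline plus 110 s post-stimulus | evaluation = ratio B score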
KCNQ1 block = blocks the human KCNQ1 potassium channel | P51787 | CHO-K1 KCNQ1, FluxOR thallium flux fluorescence; hits give high values | B-score at 10 µM | 310,000 tested, 1.3% active;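 active = compounds whose thallium flux B-score, printed positive for inhibition, exceeds three library SD while starting fluorescence stays within three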;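 also: channel opened by potassium depolarization with thallium stimulus after 20 min compound exposure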
KCNK3 inh = human KCNK3 channel inhibition, primary screen; O14649; CHO-KCNK3 thallium flux, FluxOR fluorescence; hits give low values; B-score at 10 µM; 340,000 tested, 0.84% active; AID 602410;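 active = B-score under library mean minus 4 SD, starting fluorescence ratio at most library mean plus 5 SD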;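 also: more negative B-score means stronger inhibition of thallium flux through KCNK3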
GSK3 alpha inh = human GSK-3 alpha kinase inhibition | P49840 | ADP-Glo luminescence, 60 min | inhibition, % at 10 µM | 320,000 tested, 0.1% active | AID 2650;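 in the data active = inhibition above about 50%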;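 also: GST-tagged GSK-3 alpha with peptide substrate and 25 µM ATP; 0% = DMSO neutral wells and 100% = GW8510 positive control wells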
Target sequence (P49840 whole entry, looked up): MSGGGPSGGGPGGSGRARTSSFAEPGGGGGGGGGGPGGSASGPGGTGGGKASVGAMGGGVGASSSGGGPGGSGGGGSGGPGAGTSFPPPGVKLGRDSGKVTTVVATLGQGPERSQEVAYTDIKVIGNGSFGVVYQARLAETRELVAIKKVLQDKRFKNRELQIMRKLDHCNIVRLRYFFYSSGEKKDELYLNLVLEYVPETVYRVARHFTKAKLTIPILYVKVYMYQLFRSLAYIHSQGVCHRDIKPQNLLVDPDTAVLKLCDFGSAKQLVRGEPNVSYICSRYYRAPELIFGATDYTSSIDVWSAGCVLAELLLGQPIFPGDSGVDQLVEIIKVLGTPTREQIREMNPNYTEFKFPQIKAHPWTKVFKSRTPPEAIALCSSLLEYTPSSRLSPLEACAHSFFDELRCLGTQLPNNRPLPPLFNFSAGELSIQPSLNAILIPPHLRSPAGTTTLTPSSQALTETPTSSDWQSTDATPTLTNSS
HDAC3 inhib = human HDAC3 inhibition. recombinant HDAC3, fluorogenic peptide/trypsin coupled, fluorescence. inhibition, % at 8.3 µM. 320,000 tested, 0.15% active; in the data active = inhibition above about 26%, passing the limit was not always enough; inconclusive = no clear call, values can overlap the other calls
Target sequence (O15379 whole entry, looked up): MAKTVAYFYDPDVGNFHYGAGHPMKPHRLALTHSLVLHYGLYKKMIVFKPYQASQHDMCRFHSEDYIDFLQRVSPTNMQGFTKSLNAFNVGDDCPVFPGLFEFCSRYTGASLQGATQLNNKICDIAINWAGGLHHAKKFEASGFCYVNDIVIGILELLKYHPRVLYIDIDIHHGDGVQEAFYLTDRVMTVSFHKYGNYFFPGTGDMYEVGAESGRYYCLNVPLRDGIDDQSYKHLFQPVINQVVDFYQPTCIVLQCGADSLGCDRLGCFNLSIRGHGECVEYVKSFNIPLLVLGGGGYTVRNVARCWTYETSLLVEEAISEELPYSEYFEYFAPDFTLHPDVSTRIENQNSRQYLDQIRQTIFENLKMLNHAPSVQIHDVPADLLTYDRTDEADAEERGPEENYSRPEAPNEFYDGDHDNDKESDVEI
hERG protect = hERG (human) protection from proarrhythmic block; CHO-hERG, FluxOR thallium flux, dofetilide IC70 present; activation (rescue from dofetilide block), less the hit threshold, % at 10 µM; AID 1511; 310,000 tested, 0.51% active; Q12809;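 active = activation above the mean of controls blocked by dofetilide plus 5 SD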;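 also: thallium influx through hERG after potassium depolarization seen as dye fluorescence rise; in these data hits start at about 4.7%; inactives centre near -7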
PolyA inh = inhibitors of polyadenylation in S. cerevisiae. S. cerevisiae SKY197-pL101 polyadenylation reporter, beta-gal luminescence; efflux-impaired pdr1/pdr3 knockout yeast; score 100 = 6 SD above DMSO. calls only at 12 µM. 300,000 tested, 0.02% active;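 active = lowest replicate activity score at least 50, where 100 means six control SD above control mean; inconclusive = lowest score under 50 but half or more replicates reach 50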;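 also: yeast exposed to compound for 9 h at 30 °C; higher score means more reporter readthrough which indicates perturbed polyadenylation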
The depositor's hits bear a star; i = inactive; ? = inconclusive; / = no result given. These rows are one share of the data; rates above refer to the full screens.

Molecule	PolyA inh	KCNK9 inh	DYRK1A inh	KCNQ1 block	GSK3beta inhib	RGS4 pot	hERG protect	GSK3 alpha inh	HDAC3 inhib	KCNQ1 pot	KCNK3 inh
O=C(Nc1ccccc1)N1CCC(C(=O)N2CCCC(C(F)(F)F)C2)CC1 (configuration not stated)	i	i	0	i	-2	i	-7	6	1	i	i
CNC(=O)NC(=O)C(C)Oc1ccccc1F (configuration not stated)	i	i	/	i	-2	i	-12	1	1	i	i
COCCCn1c(SCc2nnc(-c3ccc(OC)c(OC)c3)o2)nc2ccccc2c1=O	i	i	-3	i	4	i	-1	-5	3	i	i
CCO[C@H]1OC(C(=O)NCc2ccccc2)=C[C@@H](C(C)(C)C)[C@@H]1CCCO	i	i	3	i	0	i	-4	/	4	i	i
CCC(Sc1nc2ccccc2[nH]1)C(=O)Nc1ccc(NC(C)=O)cc1 (configuration not stated)	i	i	2	i	-9	i	-6	1	-2	i	i
O=c1[nH][nH]c(-c2ccccc2O)c1C(C[N+](=O)[O-])c1cccc(Cl)c1 (configuration not stated)	i	i	-1	i	2	i	-9	1	1	i	i
O=C(c1cnccn1)N(c1ccccc1)C1(C(=O)NC2CCCCC2)CCCCC1	i	i	-3	i	1	i	-9	2	2	i	i
COc1ccc(N=Nc2ccc(O)c(P(=O)(c3ccccc3)c3ccccc3)c2)cc1	i	i	-4	i	0	i	-12	1	/	i	i
CCOC(=O)c1ccc(NC(=O)c2nc[nH]c2C(=O)N2CCc3ccccc3C2)cc1	i	i	7	i	4	i	-6	-4	4	i	i
Cn1cc(S(=O)(=O)NCc2ccc(Cl)cc2)c(=O)n(C)c1=O	i	i	4	i	2	i	-8	-4	-3	i	i
Cc1ccc(C(=C2C3C=CC2C2C(=O)NC(=O)C32)c2ccc(C)cc2)cc1 (configuration not stated)	i	i	8	i	0	i	-4	-1	8	i	i
COc1ccc(CN2CCNC(=O)C2CC(=O)NC2CC(C)(C)CC(C)(C)C2)cc1OC (configuration not stated)	i	i	3	i	0	i	-2	0	2	i	i
O=C1CC(c2cccc(Cl)c2)CC(O)=C1C=Nc1ccccc1 (configuration not stated)	i	i	-8	i	1	i	-6	2	0	i	i
CCn1c(SCC(=O)NNC(=O)c2ccccc2)nnc1-c1ccco1	i	i	4	i	0	i	-9	-2	1	i	i
CN(C)c1ccc(NC(=S)c2ccccn2)cc1	i	i	3	i	-2	i	-2	5	4	i	i
O=C(Nc1ccc(Cl)cc1)c1ccc(OC2CSC2)cc1	i	i	-6	i	-1	i	-9	-2	-7	i	i
COc1cccc(N2CCN(C(=O)c3ccc(-c4ccccc4)cc3)CC2)c1	i	i	1	i	2	i	-9	-2	?	i	i
O=C(CSc1nnc(-c2ccccn2)o1)Nc1ccccc1C(F)(F)F	i	i	2	i	1	i	-6	-2	-1	i	i
Cc1ccc(C2CC(c3ccc(Br)cc3)=NN2C(=O)CSC2=NN3CCCC(=O)N=C3S2)cc1 (configuration not stated)	i	i	-3	i	1	i	-5	1	-5	i	i
CSc1nccc(-c2c(-c3ccc(Cl)cc3)noc2C)n1	i	i	/	i	1	i	-11	0	7	i	i
COc1ccc(/C=N/NC(=S)N[C@H]2CC3CCC2C3)cc1 (some centres not stated)	i	i	/	i	-2	i	-6	0	-4	i	i
Cc1ccc(NC2CCCCC2NS(=O)(=O)c2ccccc2)c(C)c1 (configuration not stated)	i	i	-3	i	2	i	-5	-4	15	i	i
O=C(CCNC(=O)c1ccco1)Nc1ccc(OC(F)(F)F)cc1	i	i	-3	i	1	i	0	-3	4	i	i
CN(C)c1ccc(/C=C/c2nc3ccccc3c(=O)n2-c2ccc(C(=O)O)cc2)cc1	i	i	-1	i	4	i	-13	-3	12	i	i
CC(/C=C/c1ccco1)=N\NC(=O)c1cc(Cl)ccc1O	i	i	-71	i	-26	i	-3	0	3	i	i
Cc1nc(C)c(Oc2cccc(C(F)(F)F)c2)c(=O)[nH]1	i	i	-3	i	-3	i	-6	-2	4	i	i
N#CC1=C(N)NC(=S)C(C(N)=O)C1c1ccccc1F (configuration not stated)	i	i	3	i	-1	i	-11	-1	12	i	i
COc1ccccc1N1CCN(/N=C/c2ccc(Cl)c([N+](=O)[O-])c2)CC1	i	i	0	i	2	i	-1	-5	3	i	i
Cc1oc(S(=O)(=O)N2CCCCC2)cc1NC(=O)Nc1ccc(F)cc1	i	i	21	i	2	i	-4	0	/	i	i
Cc1cc(C)c(C)c(S(=O)(=O)NCC(=O)NCC2CCCCC2)c1C	i	-12*	3	i	-1	i	-4	-2	1	i	i
Cc1ccc(/C=c2\sc3n(c2=O)CN(c2cccc(Br)c2)CN=3)o1	i	i	20	i	-1	i	-5	-1	7	i	i
CCOC(=O)C1=C(CBr)NC(=O)NC1C (configuration not stated)	i	i	7	i	3	i	-11	5	0	i	i
Cc1[nH]c(=O)[nH]c(=O)c1Sc1ccccc1[N+](=O)[O-]	i	i	17	i	0	i	-4	5	2	i	i
O=C(COc1ccccc1)NCC(=O)NC1CCCCC1	i	i	-8	i	2	i	-15	2	0	i	i
O=C(NCCc1ccccc1)C1CCN(S(=O)(=O)c2cccc3nonc23)CC1	i	i	4	i	0	i	-14	0	1	i	i
O=c1[nH]c2ccc(Br)cc2c(-c2ccccc2)c1CN1CCOCC1	i	i	19	i	-2	i	-9	4	7	i	i
CCOC(=O)c1cc(-c2cccnc2)nn1-c1ccccc1C	i	i	3	i	-5	i	-14	-1	-3	i	i
CCOC(=O)C(=CNc1cc(C)nn1-c1ccc(Cl)cc1)C(=O)OCC	i	i	2	i	-2	i	-7	-2	-4	i	i
O=S(=O)(NCC1(N2CCOCC2)CCCCC1)c1ccccc1Cl	i	i	3	i	-2	i	-8	-2	2	i	i
C[C@@H](C(=O)NCCc1ccc(F)cc1)N1C(=O)N2CCc3c([nH]c4ccccc34)[C@@]2(C)C1=O	i	i	4	i	3	i	-8	0	5	i	i
CC(C)CC(c1nnnn1Cc1ccccc1)N1CCN(C(=O)c2ccco2)CC1 (configuration not stated)	i	i	0	i	4	i	-10	-1	-5	i	i
CCOCCCNC(=O)c1ccc2c(c1)ncn2-c1ccccc1OC	i	i	2	i	-1	i	-1	-1	0	i	i
O=C(CCCOc1ccc(Cl)cc1)NC1CCCCC1	i	i	-1	i	1	i	-7	0	0	i	i
COc1ccc(CNC(=O)CN(c2ccc(OC)c(Cl)c2)S(=O)(=O)c2ccc(C)cc2)cc1	i	i	-10	i	-3	i	-11	6	/	i	i
O=C(O)CSc1nnc(COc2cccc3ccccc23)o1	i	i	2	i	-3	i	-6	2	1	i	i
O=C1Cc2cc([N+](=O)[O-])ccc2N1c1c(Cl)cccc1Cl	i	i	-1	i	-22	i	-4	-2	3	i	i
O=C(CN1C(=O)c2ccccc2C1=O)NCCc1c[nH]c2ccccc12	i	i	-2	i	2	i	-5	-1	1	i	i
Oc1ccc(/C=N/Nc2nc(-c3ccccc3F)nc3ccccc23)c(O)c1	i	-10*	1	i	0	i	-16	-1	20	i	-11*
O=c1cc(-c2ccccc2)[nH][nH]1	i	i	7	i	1	i	-5	-2	2	i	i
Cc1cc(N2C(=O)C3C4C=CC(C4)C3C2=O)no1 (configuration not stated)	i	i	-7	i	2	i	-7	-1	/	i	i

More structures.
Molecule	PolyA inh	KCNK9 inh	DYRK1A inh	KCNQ1 block	GSK3beta inhib	RGS4 pot	hERG protect	GSK3 alpha inh	HDAC3 inhib	KCNQ1 pot	KCNK3 inh
O=Cc1ccc(N2CCCC2)c([N+](=O)[O-])c1	i	i	-3	i	-5	i	-8	3	9	i	i
COc1cccc(NC(=O)NNC(=O)C(C)Oc2ccc3ccccc3c2)c1 (configuration not stated)	i	i	2	i	1	i	-10	-3	5	i	i
Cn1c(=O)c([N+](=O)[O-])c(N2CCSCC2)c2ccccc21	i	i	29	i	-3	i	-1	3	-6	i	i
Cc1cc2n(n1)C(c1cn(-c3ccccc3)nc1C)Nc1c(C)cccc1-2 (configuration not stated)	i	i	-5	i	-1	i	-9	1	0	i	i
Brc1ccc(-c2nnc3sc(CNCc4ccc5c(c4)OCO5)cn23)cc1	i	i	3	i	-2	i	-8	0	0	i	i
CCc1cc(=O)oc2cc(C)c(CN3CCCC(C)C3)c(O)c12 (configuration not stated)	/	i	1	i	-5	i	-13	7	-1	i	i
COC(=O)CN1C(=O)[C@H]2[C@@H](C3CC3)N3C(=O)CN(CCO)C(=O)[C@@]3(Cc3ccccc3)[C@H]2C1=O	i	i	/	i	2	i	-13	2	-4	i	i
Cc1ccsc1C(=O)Nc1ccccc1N1CCCC1	i	i	14	i	4	i	-22	-4	5	i	i
CCN(CC)S(=O)(=O)c1ccc(-c2nnc(SCc3nnc(-c4ccccc4)o3)o2)cc1	i	i	-8	i	0	i	-7	-1	/	i	i
COc1cc(/C(C)=N/NC(=O)CN2CCN(S(=O)(=O)c3ccc(C)cc3)CC2)ccc1O	i	i	-7	i	0	i	-5	6	-5	i	i
COc1ccc(C)cc1NC(=O)c1ccc(NC(=O)CC2SC(N3CCCC3)=NC2=O)cc1 (configuration not stated)	i	i	-7	i	1	i	-8	0	-1	i	i
c1ccc(-c2cn(-c3ccccc3)c3[n+]2CCS3)cc1	i	i	5	i	0	i	-7	1	-2	i	i
CCC(C)NC(=O)C1c2ccccc2Oc2ccccc21 (configuration not stated)	i	i	8	i	4	i	-5	-3	-3	i	i
CC(OC(=O)CNC(=O)c1ccco1)C(=O)N(C)c1ccccc1 (configuration not stated)	i	i	-3	i	2	i	-8	2	-9	i	i
NC(=O)C1CCN(Cc2nnnn2Cc2ccco2)CC1	i	i	3	i	-6	i	-4	0	2	i	i
CC(c1ccncn1)N(C)Cc1nc(-c2ccc(C(F)(F)F)cc2)no1 (configuration not stated)	i	i	2	i	2	i	-3	-1	7	i	i
